Yeast eIF2B: eIF2B (yeast) activity modulation | AID 688 | 0.91% of 27,000 active | inhibition, % at 25 µM (by protocol) | S. cerevisiae eIF2B-epsilon R284H, GCN4-lacZ luminescence;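 active = mutant luminescence inhibited past about 50% while wild type luminescence and mutant growth stay under set limits, limit read from the data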; also: some compounds called inactive have numbers as strong as hits
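Times: 16 h growth with compound at 30 °C, 90 min Beta-Glo step; Assay system: yeast eIF2B-epsilon R284H mutant carrying GCN4–beta-galactosidase fusion; Measure: % inhibition of reporter signal and growth versus controls; Dosing: one concentration, 25 µM, 0.25% DMSO; Buffer or medium: YPD yeast growth medium; Measured by: Beta-Glo luminescence plus absorbance at 595 nm.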
Yeast tox: Inhibitors of S. cerevisiae growth, toxicity; S. cerevisiae wild-type growth, A595 turbidity, 16 h; growth inhibition, % at 25 µM (by protocol); 0.3% of 30,000 active; AID 685;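 active = mutant and wild-type yeast strains alike exhibit over 30% growth inhibition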;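 also: 0% = untreated cell controls and 100% = YPD media blanks without cells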
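system = S. cerevisiae wild-type or eIF2Bepsilon-R284H mutant strain | buffer or medium = YPD medium | dosing = one dose, 25 µM compound, 0.2% DMSO | schedule = 16 h at 30 °C | measured by = A595 turbidity | evaluation = growth inhibition (%) versus cell controls and blanks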
Yeast tox inhibition %: recorded beside Yeast tox, whose call it bears; growth inhibition, %; S. cerevisiae eIF2Bepsilon-R284H mutant growth, A595 turbidity, 16 h;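 each compound tested once at 25 µM; 0% equals untreated cells and 100% equals cell-free medium blanks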
Yeast eIF2B mutant toxicity: further read-out of Yeast eIF2B, marked with its call; growth inhibition, %; measured here: mutant yeast growth, toxicity;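 each compound tested once at 25 µM; zero equals untreated control growth and 100 equals blank medium absorbance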
* marks the source's active call; other numbers are inactive results. These rows are one share of the data; count on the stated rates, not on these rows.

What do the screens show for `Cc1nc2n(n1)CC(O)CS2` (stereo not drawn)?
Yeast eIF2B: 20; Yeast tox: 10; Yeast tox inhibition %: 16; Yeast eIF2B mutant toxicity: 16

Results for O=C(C1CCCO1)N1CCN(c2ncccn2)CC1 (stereo not drawn) ?
Yeast eIF2B: 24; Yeast tox: 15; Yeast tox inhibition %: 9; Yeast eIF2B mutant toxicity: 9

Results for Cc1ccc(-n2nnnc2SCC(=O)NC(=O)Nc2ccc3c(c2)OCCO3)cc1 ?
Yeast eIF2B: 32; Yeast tox: -21; Yeast tox inhibition %: -11; Yeast eIF2B mutant toxicity: -11

How did CCCn1c(=N)n(CC(=O)c2ccco2)c2ccccc21 do in these assays?
Yeast eIF2B: 21; Yeast tox: -13; Yeast tox inhibition %: 14; Yeast eIF2B mutant toxicity: 14

What do the screens show for `CC1CCCCN1CCNC(=O)CN1C(=O)COc2ccccc21` (stereo not drawn)?
Yeast eIF2B: 11; Yeast tox: 9; Yeast tox inhibition %: -5; Yeast eIF2B mutant toxicity: -5

What do the screens show for `CC1CC(=O)c2cnc(N)nc2C1` (stereo not drawn)?
Yeast eIF2B: 11; Yeast tox: 0; Yeast tox inhibition %: -20; Yeast eIF2B mutant toxicity: -20

What do the screens show for `COC(=O)c1cn(NC(=O)CC2CCCCC2)c(=O)c2ccccc12`?
Yeast eIF2B: 14; Yeast tox: 13; Yeast tox inhibition %: 26; Yeast eIF2B mutant toxicity: 26

What do the screens show for `Cc1cc(C)n2nc(NCc3cccc(Br)c3)nc2n1`?
Yeast eIF2B: 21; Yeast tox: 18; Yeast tox inhibition %: 2; Yeast eIF2B mutant toxicity: 2

What do the screens show for `C=C(C)CSc1nncn1/N=C/c1ccc(OC)cc1`?
Yeast eIF2B: 14; Yeast tox: -10; Yeast tox inhibition %: -5; Yeast eIF2B mutant toxicity: -5

How did O=C(O)CCc1ccc(-c2cccs2)n1NC(=O)c1ccc(Cl)cc1Cl do in these assays?
Yeast eIF2B: 18; Yeast tox: 0; Yeast tox inhibition %: 12; Yeast eIF2B mutant toxicity: 12

Results for CC1=CC(C)(C)N2C(=O)C3(C(C#N)=C(N)Oc4cc(O)ccc43)c3cccc1c32 (stereo not drawn) ?
Yeast eIF2B: 10; Yeast tox: 8; Yeast tox inhibition %: -7; Yeast eIF2B mutant toxicity: -7

Results for O=C(Nc1cccc(C(=O)N2CCCC2)c1)c1ccccc1 ?
Yeast eIF2B: 27; Yeast tox: -29; Yeast tox inhibition %: -11; Yeast eIF2B mutant toxicity: -11

Results for Cc1ccc(N(CC(=O)NCCSCc2ccco2)S(C)(=O)=O)cc1 ?
Yeast eIF2B: 13; Yeast tox: -12; Yeast tox inhibition %: 0

What do the screens show for `Cc1nn(-c2ccccc2)c2c1P(=O)(O)/C(=C1\N(C)c3ccccc3C1(C)C)C=N2`?
Yeast eIF2B: 20; Yeast tox: -1; Yeast tox inhibition %: 0

How did Cc1oc(-c2ccccc2Cl)nc1CSCC(=O)NC1CCCC1 do in these assays?
Yeast eIF2B: -39; Yeast tox: 7; Yeast tox inhibition %: 8; Yeast eIF2B mutant toxicity: 8

Results for Cc1ccn(CCSCC(=O)O)n1 ?
Yeast eIF2B: 27; Yeast tox: -2; Yeast tox inhibition %: -23; Yeast eIF2B mutant toxicity: -23

How did Cc1ccc2cc(CN(Cc3ccc4c(c3)OCO4)Cc3nnnn3Cc3ccco3)c(=O)[nH]c2c1C do in these assays?
Yeast eIF2B: -18

How did COc1ccccc1OCC(=O)Nc1oc(-c2ccccc2)c(-c2ccccc2)c1C#N do in these assays?
Yeast eIF2B: 0; Yeast tox: -6; Yeast tox inhibition %: 0

Results for COc1ccc(C2C(C(C)=O)=C(O)C(=O)N2CCN(C)C)cc1OC (stereo not drawn) ?
Yeast eIF2B: 16; Yeast tox: 16; Yeast tox inhibition %: -14; Yeast eIF2B mutant toxicity: -14

How did C/C(Cl)=C/CN1C(=O)C2C3C=CC(C3)C2C1=O (stereo not drawn) do in these assays?
Yeast eIF2B: 14; Yeast tox: 1; Yeast tox inhibition %: 8; Yeast eIF2B mutant toxicity: 8

5 entries from above, sorted by number of heavy atoms, rising:
Results for Cc1ccn(CCSCC(=O)O)n1 ?
Yeast eIF2B: 27; Yeast tox: -2; Yeast tox inhibition %: -23; Yeast eIF2B mutant toxicity: -23

How did Cc1oc(-c2ccccc2Cl)nc1CSCC(=O)NC1CCCC1 do in these assays?
Yeast eIF2B: -39; Yeast tox: 7; Yeast tox inhibition %: 8; Yeast eIF2B mutant toxicity: 8

Results for COc1ccc(C2C(C(C)=O)=C(O)C(=O)N2CCN(C)C)cc1OC (stereo not drawn) ?
Yeast eIF2B: 16; Yeast tox: 16; Yeast tox inhibition %: -14; Yeast eIF2B mutant toxicity: -14

Results for CC1=CC(C)(C)N2C(=O)C3(C(C#N)=C(N)Oc4cc(O)ccc43)c3cccc1c32 (stereo not drawn) ?
Yeast eIF2B: 10; Yeast tox: 8; Yeast tox inhibition %: -7; Yeast eIF2B mutant toxicity: -7

What do the screens show for `Cc1nn(-c2ccccc2)c2c1P(=O)(O)/C(=C1\N(C)c3ccccc3C1(C)C)C=N2`?
Yeast eIF2B: 20; Yeast tox: -1; Yeast tox inhibition %: 0

Carrying on:
What do the screens show for `Cc1cc(C)nc(SCc2ccc(C(=O)O)o2)n1`?
Yeast eIF2B: -14; Yeast tox: 4; Yeast tox inhibition %: -5; Yeast eIF2B mutant toxicity: -5

What do the screens show for `COc1ccc(C(c2nnnn2CC2CCCO2)N2CCN(c3cccc(C)c3C)CC2)cc1` (stereo not drawn)?
Yeast eIF2B: -1

How did CCOC(=O)c1[nH]c(C)c(C(=O)OCCN2C(=O)c3ccccc3C2=O)c1C do in these assays?
Yeast eIF2B: -18; Yeast tox: -65; Yeast tox inhibition %: -19; Yeast eIF2B mutant toxicity: -19

Results for Cc1cc(C)cc(NC(=O)C2CCN(c3nc(C)cc(C)n3)CC2)c1 ?
Yeast eIF2B: 23; Yeast tox: 5; Yeast tox inhibition %: -3; Yeast eIF2B mutant toxicity: -3

How did Cc1ccc(C2NC(=O)NC(O)(C(F)(F)F)C2C(=O)c2ccccc2)o1 (stereo not drawn) do in these assays?
Yeast eIF2B: -1; Yeast tox: 31; Yeast tox inhibition %: 21; Yeast eIF2B mutant toxicity: 21

How did COc1ccc(N2C(=O)CC(N3CCN(C4CCc5ccccc5C4)CC3)C2=O)cc1 (stereo not drawn) do in these assays?
Yeast eIF2B: 16; Yeast tox: -6; Yeast tox inhibition %: -19; Yeast eIF2B mutant toxicity: -19

Results for O=C(CCSc1ccccc1)Nc1ncccn1 ?
Yeast eIF2B: 7; Yeast tox: 14; Yeast tox inhibition %: 4; Yeast eIF2B mutant toxicity: 4

Results for O=C1CCCc2c1[nH]c1ccc(Cl)cc21 ?
Yeast eIF2B: -54; Yeast tox: 28; Yeast tox inhibition %: 5; Yeast eIF2B mutant toxicity: 5

How did C=CCN1C(=O)CN=C1Nc1ccc(OC)cc1OC do in these assays?
Yeast eIF2B: 12; Yeast tox: 9; Yeast tox inhibition %: 16; Yeast eIF2B mutant toxicity: 16

How did COc1ccc2oc(=O)c(C(=O)n3ccc(C)n3)cc2c1 do in these assays?
Yeast tox: 1; Yeast tox inhibition %: 7

What do the screens show for `O=C(NCc1nc(-c2ccccc2)no1)c1ccc(Br)o1`?
Yeast eIF2B: 18; Yeast tox: 4; Yeast tox inhibition %: 0

What do the screens show for `CCOc1ccccc1NC(=O)CN1CCC(NC(=O)c2ccccc2)CC1`?
Yeast eIF2B: 9; Yeast tox: 34; Yeast tox inhibition %: -14; Yeast eIF2B mutant toxicity: -14

How did Cc1cc(C)cc(NC(=O)N2CCC(NC(=O)c3ccc(F)cc3)CC2)c1 do in these assays?
Yeast eIF2B: 10; Yeast tox: 4; Yeast tox inhibition %: 4; Yeast eIF2B mutant toxicity: 4

Results for CCCCNc1ncnc2c1cnn2-c1ccccc1 ?
Yeast eIF2B: 12; Yeast tox: 6; Yeast tox inhibition %: 15; Yeast eIF2B mutant toxicity: 15

What do the screens show for `Cc1ccc(Cn2nnc3c(=O)[nH]c(C4CCCN(C(=O)Nc5ccc(F)cc5F)C4)nc32)cc1` (stereo not drawn)?
Yeast eIF2B: -1; Yeast tox: 14; Yeast tox inhibition %: -5; Yeast eIF2B mutant toxicity: -5

What do the screens show for `CN(C)S(=O)(=O)c1ccc(N2CCN(S(=O)(=O)c3ccc(F)cc3)CC2)c(Cl)c1`?
Yeast eIF2B: 25; Yeast tox: -4; Yeast tox inhibition %: -9; Yeast eIF2B mutant toxicity: -9

What do the screens show for `O=S(=O)(c1ccc(Br)cc1)N1CCCN(Cc2cccc(F)c2)CC1`?
Yeast eIF2B: 32; Yeast tox: 21; Yeast tox inhibition %: 12; Yeast eIF2B mutant toxicity: 12

Results for CC1Cc2nc(SCC(=O)Nc3ccc(F)cc3)n(C)c(=O)c2S1 (stereo not drawn) ?
Yeast tox: 10; Yeast tox inhibition %: 15

What do the screens show for `CC1CCc2c(sc3ncn4c(SCC(=O)NCc5ccco5)nnc4c23)C1` (stereo not drawn)?
Yeast eIF2B: 11; Yeast tox: 2; Yeast tox inhibition %: -8; Yeast eIF2B mutant toxicity: -8

How did CCN(C(=O)CSc1nc2cc(C(=O)OC)ccc2c(=O)n1Cc1ccco1)c1cccc(C)c1 do in these assays?
Yeast eIF2B: 33; Yeast tox: 8; Yeast tox inhibition %: 5; Yeast eIF2B mutant toxicity: 5

Results for O=C(NCC(c1cccnc1)N1CCN(c2ccccc2)CC1)c1ccco1 (stereo not drawn) ?
Yeast eIF2B: 25; Yeast tox: 8; Yeast tox inhibition %: 8; Yeast eIF2B mutant toxicity: 8

How did CC(C)(C)C(=O)CN1CCN(C2c3ccccc3-c3ccccc32)CC1 do in these assays?
Yeast tox: 21; Yeast tox inhibition %: 13

How did COc1ccc(C(=O)NCCc2nnc(SCC(=O)Nc3ccccc3C(C)C)n2C)cc1 do in these assays?
Yeast tox: 12; Yeast tox inhibition %: 5

What do the screens show for `Cc1ccc(CNC(=O)CCS(=O)(=O)c2cccc3nsnc23)cc1`?
Yeast eIF2B: 26; Yeast tox: 22; Yeast tox inhibition %: 22; Yeast eIF2B mutant toxicity: 22

What do the screens show for `CC(OC(=O)C1CCN(S(=O)(=O)c2ccc(Cl)cc2)CC1)C(=O)N1CCc2ccccc21` (stereo not drawn)?
Yeast eIF2B: -30; Yeast tox: -4; Yeast tox inhibition %: 5; Yeast eIF2B mutant toxicity: 5

How did COC(=O)c1ccc(C(=O)OC)c(NC(=O)CSc2nc(-c3ccco3)cc(C(F)(F)F)n2)c1 do in these assays?
Yeast eIF2B: 18; Yeast tox: 0; Yeast tox inhibition %: 7; Yeast eIF2B mutant toxicity: 7

What do the screens show for `CCN(CC)CCCNC(=O)N[C@@H](Cc1ccccc1)C(=O)O`?
Yeast eIF2B: 11; Yeast tox: -6; Yeast tox inhibition %: -7; Yeast eIF2B mutant toxicity: -7

Results for Cc1n[nH]c(=O)nc1Nc1ccc(O)cc1 ?
Yeast eIF2B: 21; Yeast tox: 0; Yeast tox inhibition %: 17; Yeast eIF2B mutant toxicity: 17

Results for N#Cc1nc(Cc2cccc3ccccc23)oc1NCC1CCCO1 (stereo not drawn) ?
Yeast eIF2B: -8; Yeast tox: -7; Yeast tox inhibition %: -4; Yeast eIF2B mutant toxicity: -4

Results for Cc1nn(-c2ccc(F)cc2)c(C)c1NS(=O)(=O)c1ccc2ccccc2c1 ?
Yeast eIF2B: 36; Yeast tox: -5; Yeast tox inhibition %: 5; Yeast eIF2B mutant toxicity: 5

What do the screens show for `CCOC(=O)c1cccc2c1-c1ccccc1/C2=N/O`?
Yeast eIF2B: 10; Yeast tox: 11; Yeast tox inhibition %: -5; Yeast eIF2B mutant toxicity: -5

Results for Cc1ccc(S(=O)(=O)NCCSc2nnnn2-c2ccccc2)cc1 ?
Yeast eIF2B: 43; Yeast tox: -5; Yeast tox inhibition %: 10; Yeast eIF2B mutant toxicity: 10

How did COc1ccccc1CNC(=O)CCCN1C(=O)COc2ccc(C)cc21 do in these assays?
Yeast eIF2B: 6; Yeast tox: 13; Yeast tox inhibition %: -8; Yeast eIF2B mutant toxicity: -8

Screening results (PubChem BioAssay)
